# Calb biofilm kill: kills Candida albicans biofilms | C. albicans biofilm + clotrimazole, Alamar Blue | inhibition, % at 6 µM | 85,000 tested, 0.14% active | AID 834;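 active = inhibition above 20%; inactive = inhibition below 20%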;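 also: preformed 24 hr biofilms exposed to compound for 48 hr; 0% = biofilm without compound and 100% = blank killed by clotrimazole plus chlorhexidine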
# Mac1 fbg enh: enhancers of human CD11b/CD18 binding to fibrinogen; 93,000 tested, 0.07% active; activation, % at 10 µM; K562 CD11b/CD18 adhesion to fibrinogen, ATPlite luminescence; P05107+P11215;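 active = 10 µM primary screen giving 50% or more activity, confirmed by 40% or more on retest at that dose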; also: strong numbers were not always called active; reference of the scale not given here
# CD11b adhes inh: inhibitors of human CD11b/CD18 binding to fibrinogen; P05107+P11215; K562 CD11b/CD18 adhesion to fibrinogen, ATPlite luminescence; Mn2+ added to activate the integrin; inhibition, % at 10 µM; 93,000 tested, 0.54% active;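 active = primary inhibition of 50% or more at 10 µM, then 40% or more on retest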; also: some results filed as inactive read as strong as hits
# sEH activator: activators of human soluble epoxide hydrolase. P34913. purified human sEH enzymatic activity, activator screen. activation, % at 2 µM. 91,000 tested, 0.04% active. AID 717; in the data active = activation above about 37%; also: values of inactives mirror those of a sister screen read the other way
# MT1-MMP txn act: activates MT1-MMP transcription. HT1080 MT1-MMP promoter luciferase reporter, luminescence, overnight; hits give high values. activation factor at 10 µM. 86,000 tested, 0.16% active. AID 750;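 active = activation factor of at least 2 for MT1-MMP transcription at 10 µM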
# sEH inh: blocks human soluble epoxide hydrolase activity; P34913; recombinant human sEH enzymatic activity assay; inhibition, % at 2 µM; 91,000 tested, 0.34% active; in the data active = inhibition above about 80%; also: values of inactives mirror those of a sister screen read the other way; many of its hits are not listed in these tables
# Smad3 FoxH1 inh: Smad3 (human) transcription factor binding inhibition | 88,000 tested, 0.29% active | P84022 | inhibition, % at 25 µM | AID 630 | TR-FRET Smad3/Dy647-FoxH1 peptide binding, europium anti-His;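 active = compounds that reduce the energy-transfer binding signal between the protein and its labelled peptide by more than half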;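 also: 0% = Smad3 plus labelled peptide maximal FRET and 100% = peptide-only background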
# Target sequence (P84022 whole entry, looked up): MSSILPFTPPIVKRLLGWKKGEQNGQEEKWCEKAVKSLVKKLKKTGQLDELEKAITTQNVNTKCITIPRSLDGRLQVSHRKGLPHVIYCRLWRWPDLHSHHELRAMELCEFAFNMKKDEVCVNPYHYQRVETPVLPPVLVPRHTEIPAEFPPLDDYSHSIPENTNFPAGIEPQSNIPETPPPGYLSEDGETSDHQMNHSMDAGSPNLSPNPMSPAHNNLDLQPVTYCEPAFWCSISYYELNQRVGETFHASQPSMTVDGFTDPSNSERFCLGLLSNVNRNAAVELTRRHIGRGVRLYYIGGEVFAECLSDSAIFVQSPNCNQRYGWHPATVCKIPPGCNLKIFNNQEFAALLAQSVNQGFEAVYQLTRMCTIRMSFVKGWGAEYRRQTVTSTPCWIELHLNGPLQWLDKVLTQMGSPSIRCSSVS
# ERa SRC1 pot: enhances coactivator binding to human estrogen receptor alpha; TR-FRET ERalpha-LBD/SRC-Cy5 coactivator binding, 2 h; 100 = basal binding, no effect; coactivator binding (% of control), % at 25.6 µM; 86,000 tested, 1.3% active; in the data active = activity above about 200%;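 also: binding measured in presence of low estradiol as agonist stimulus; 0% = peptide alone without receptor and 100% = receptor with peptide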
# Target sequence (P03372 whole entry, looked up, the tested form may be a part): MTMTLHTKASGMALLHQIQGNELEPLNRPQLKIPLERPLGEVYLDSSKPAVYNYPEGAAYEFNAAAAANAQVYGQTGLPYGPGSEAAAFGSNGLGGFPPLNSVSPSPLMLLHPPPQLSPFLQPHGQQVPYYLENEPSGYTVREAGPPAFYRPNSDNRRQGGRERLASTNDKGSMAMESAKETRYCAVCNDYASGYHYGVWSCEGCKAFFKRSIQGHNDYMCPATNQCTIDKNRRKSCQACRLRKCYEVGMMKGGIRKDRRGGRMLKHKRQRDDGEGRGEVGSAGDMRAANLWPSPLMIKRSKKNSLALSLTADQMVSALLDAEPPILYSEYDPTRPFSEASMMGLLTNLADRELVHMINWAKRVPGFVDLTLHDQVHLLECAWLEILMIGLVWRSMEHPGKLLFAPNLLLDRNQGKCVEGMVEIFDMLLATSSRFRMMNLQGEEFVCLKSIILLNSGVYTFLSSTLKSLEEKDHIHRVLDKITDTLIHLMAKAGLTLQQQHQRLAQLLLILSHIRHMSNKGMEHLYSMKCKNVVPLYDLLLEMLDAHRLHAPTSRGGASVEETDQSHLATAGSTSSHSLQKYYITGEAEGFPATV
# ERb coact inh: blocks coactivator binding to human estrogen receptor beta; Q92731; TR-FRET ER-beta LBD / SRC1-Cy5 peptide binding; receptor agonist-loaded with 1 µM estradiol; inhibition, % at 25.6 µM; 86,000 tested, 1.3% active; AID 633;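 active = compounds whose percent inhibition of the receptor-coactivator binding signal exceeds about 50% in the single-dose screen, limit read from the data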;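 also: 0% = receptor plus peptide wells without compound and 100% = peptide-only wells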
# Active calls of the source: *; x = no result given; [ ] = another dose, or the depositor's remark. A portion of the library; the hit share may differ from the screen's.
# Values run as follows: Calb biofilm kill	Mac1 fbg enh	CD11b adhes inh	sEH activator	MT1-MMP txn act	sEH inh	Smad3 FoxH1 inh	ERa SRC1 pot	ERb coact inh
- COc1ccccc1-n1c(SCC(=O)Nc2ccccc2C)nc(O)cc1=O
  4	-5	-2	14	1.1	-15	5	115	-1
- Fc1ccc(N2CCN(C(c3cccs3)c3nnnn3C3CCCC3)CC2)cc1 (stereo unspecified)
  9	-2	1	-8	1	11	0	102	2
- O=C(c1ccc(Cl)c(S(=O)(=O)NCc2ccco2)c1)N1CCN(c2ccc(F)cc2)CC1
  2	-3	7	4	1.1	-5	-17	120	-8
- CN1CCN(c2ccc([N+](=O)[O-])cc2NC(=O)c2ccccc2)CC1
  x	-4	0	-4	x	6	x	x	x
- O=C(Cn1cnc2ccccc21)Nc1cc(C(F)(F)F)ccc1N1CCOCC1
  2	0	-4	x	1.1	x	0[fluorescence artefact?]	84	-10
- CN1CCN(CC(=O)N2CCn3c4c(c5cc(C6CCCCC6)ccc53)CCCC42)CC1 (stereo unspecified)
  0	22	18	12	x	-11	-7	49[fluorescence artefact?]	20[fluorescence artefact?]
- Cc1cc(=O)oc(C)c1C(=O)OCC(=O)c1ccc2ccccc2c1
  3	-4	22	14	x	-12	-4	117	19
- CCOc1ccc(Cn2nnc(C(=O)Nc3cc(C)cc(C)c3)c2N)cc1
  1	0	2	2	1.1	-2	8	153[fluorescence artefact?]	-2
- CCC(C)(C)NC(=O)C(c1ccncc1)N(Cc1cccs1)C(=O)Cn1nnc2ccccc21 (stereo unspecified)
  4	1	26	x	1.2	x	5	125	-2[fluorescence artefact?]
- Cn1c(=O)[nH]c(=O)c2c1nc(N1CCN(Cc3ccccc3)CC1)n2CCCc1ccccc1
  1	-4	8	0	1	0	-10	114	-8[fluorescence artefact?]
- O=C(NCc1ccccn1)C1CCCN(S(=O)(=O)c2cccc3nsnc23)C1 (stereo unspecified)
  6	-2	-18	10	0.9	-9	7	90	-1
- COC(=O)CCCc1nc2ccccc2s1
  0	x	x	-8	1.2	7	-1	110	-20
- Cc1csc(C(C#N)C(=O)c2ccncc2)n1 (stereo unspecified)
  5	-3	4	x	1	x	8	65	63*
- O=C(NC12CC3CC(CC(C3)C1)C2)C1CCCN1C(=O)NC1CCCCC1 (stereo unspecified)
  11	3	-46	-18	0.9	17	-13	118[fluorescence artefact?]	-7
- CC(=O)CCc1ccc2oc(C(=O)O)c(C)c2c1
  9	-1	-3	8	1.1	-8	0	91	1
- CCN=C1SC(CC(=O)NC2CCCCC2)C(=O)N1CC (stereo unspecified)
  -2	-1	-6	5	1.2	-8	2	101	0
- COc1ccc(CNC(=O)C2CCCN2C(=O)NC2CCCCC2)cc1 (stereo unspecified)
  -2	-1	-7	-7	1.1	6	0	105	6[fluorescence artefact?]
- CCOC(=O)C1CCN(S(=O)(=O)c2nc3nc(C)cc(C)n3n2)CC1
  1	-2	-4	x	1.3	x	5	114[fluorescence artefact?]	0[fluorescence artefact?]
- O=c1c2ccccc2nc(SCc2cn3ccsc3n2)n1-c1ccccc1F
  7	3	8	2	1	-4	2	114	2[fluorescence artefact?]
- Cc1cccc(NC(=O)c2c(O)c3cccc4c3n(c2=O)CCC4)n1
  4	-1	-8	10	1.2	-9	-1	114	4

# Single entries from the results shown:
# Value of O=C(NCc1ccccn1)C1CCCN(S(=O)(=O)c2cccc3nsnc23)C1 (stereo unspecified) under ERb coact inh: -1
# Value of Cc1cccc(NC(=O)c2c(O)c3cccc4c3n(c2=O)CCC4)n1 under MT1-MMP txn act: 1.2
# Value of Cn1c(=O)[nH]c(=O)c2c1nc(N1CCN(Cc3ccccc3)CC1)n2CCCc1ccccc1 under Mac1 fbg enh: -4
# Value of CCOc1ccc(Cn2nnc(C(=O)Nc3cc(C)cc(C)c3)c2N)cc1 under Mac1 fbg enh: 0

# Next part
# Values run as follows: Calb biofilm kill	Mac1 fbg enh	CD11b adhes inh	sEH activator	MT1-MMP txn act	sEH inh	Smad3 FoxH1 inh	ERa SRC1 pot	ERb coact inh
- O=C(NCC1CCCO1)c1sc(=S)n2c1[nH]c(=O)c1ccc(C(=O)N3CCCCC3)cc12 (stereo unspecified)
  2	-1	7	x	1	x	7	104	6
- COc1cc(CO)cc(Br)c1OCC(=O)N1CCCCC1
  7	0	2	x	1.2	x	11	112	-2
- O=C(c1ccco1)N1CCN(C(c2cccs2)c2sc3ncnn3c2O)CC1 (stereo unspecified)
  5	2	-14	-24	1.1	24	-11	103	-7
- O=C(Cn1nnc(-c2ccncc2)n1)NCCc1ccccc1
  -2	13	8	-19	1	19	1	94	6[fluorescence artefact?]
- CCc1ccc(NS(=O)(=O)c2ccc(OC)c(C)c2)cc1
  -4	2	17	10	1	-7	4	83	-5
- O=C(CCC1CCCCC1)N1CCN(Cc2ccc3c(c2)OCO3)CC1
  12	0	18	9	1	-8	-6	100	1
- Cc1nn(Cc2ccccc2)c(C)c1NC(=O)CSc1nc2sc3c(c2c(=O)n1C)CCC3
  10	x	x	0	1.1	4	0	95[fluorescence artefact?]	-14[fluorescence artefact?]
- CN(C)/C=C1\C(=O)Nc2ccccc21
  2	-2	-11	-8	1.3	8	7	105	-1
- CCCCN(CC)S(=O)(=O)N1CCC(C(=O)NCc2ccc(F)cc2)CC1
  0	2	-1	-42	1.1	44	2	105	-2
- Cn1cccc1C(=O)NS(=O)(=O)c1ccccc1Cl
  -2	x	x	12	1.4	-9	-17	106	-6
- CN(C)CCCNC(=O)c1ccc(-c2ccccc2)cc1
  5	-1	-6	15	1.2	-13	0	118	-9
- COC(=O)c1cc(=O)n(CCc2ccccc2F)c(=Nc2ccc(F)c(Cl)c2)s1
  10	1	-17	-12	x	13	1	107	-2
- CCCCS(=O)(=O)Nc1ccc(Cc2ccncc2)cc1
  4	6	9	6	1	-7	-1	100	0
- N#CC1=C2SCN(c3ccccc3)CN2C(=O)CC1c1cccs1 (stereo unspecified)
  10	3	-7	-2	1.2	1	7[fluorescence artefact?]	97[fluorescence artefact?]	12
- COc1ccc(-n2c(=O)c3ccccc3n(CC(=O)NC3CCCCC3)c2=O)cc1
  6	-2	-18	-4	1.1	6	5[fluorescence artefact?]	109	10
- COc1ccc(C(=O)CC2OC(=O)c3c2ccc(OC)c3OC)cc1 (stereo unspecified)
  -2	0	0	0	0.9	-1	-34	101	-8
- COc1ccc(S(=O)(=O)N(C)CC(=O)Nc2ccccc2SC)cc1
  8	1	x	22	1.2	-23	-6	109	2
- COc1ccc(NC(=O)N2CCCc3ccccc32)cc1
  7	-3	4	-14	1.1	15	-5	107	-3
- Cc1[nH]c(=O)cc2ccccc12
  5	5	-13	4	1	-1	-7	96[fluorescence artefact?]	-4
- CCOC(=O)C1=C(O)CSC1=Nc1cccc(Cl)c1
  9	0	4	-12	1.1	10	9[fluorescence artefact?]	105	1
- COc1ccc(NC(=O)c2cncc(Br)c2)c(S(=O)(=O)N2CCOCC2)c1
  8	-1	-1	10	1	-11	6	70	-3
- Cc1cc2nc(SCC(=O)N(C)C)c3c(c2cc1C)CCCC3
  x	-6	15	-10	x	11	x	x	x
- CC1CN(c2ncnc3c2cnn3-c2ccc(Cl)cc2)CC(C)O1 (stereo unspecified)
  7	-1	-13	x	1.5	x	12	113	-10[fluorescence artefact?]
- CCC(=O)N[C@@H]1CC(C(C)(C)NC(=O)CC)CC=C1C (stereo partly specified)
  2	-7	4	x	1.1	x	-18[fluorescence artefact?]	95	0[fluorescence artefact?]
- COc1ccc(CCN2CC(O)=C(c3nc4ccccc4c(=O)[nH]3)C2=N)cc1OC
  7	4	-6	8	1.1	-5	12	139	-15
- CCOc1cc(C(c2c(C)[nH][nH]c2=O)c2c(C)[nH][nH]c2=O)ccc1OS(=O)(=O)c1ccccc1
  1	0	-2	-8	1.1	9	4	95	-1
- O=c1[nH]c(CSc2nnc(-c3ccncc3)n2Cc2ccco2)nc2ccccc12
  4	-5	3	x	1.2	x	9	102	-10
- OCCN(CCO)CC(O)COCCC12CC3CC(CC(C3)C1)C2 (stereo unspecified)
  5	2	-10	0	1.1	-1	11	96	-6
- COc1ccc(C2=Nn3c(nnc3-c3ccco3)SC2)cc1OC
  1	x	x	18	0.8	-14	-18	107[fluorescence artefact?]	1
- COC(=O)C(NC(=O)c1ccc(OC)cc1)(Nc1ncc(S(=O)(=O)c2ccc([N+](=O)[O-])cc2)s1)C(F)(F)F (stereo unspecified)
  x	1	48	4	x	-2	x	x	x
- O=C1OCCC1Sc1nc2ccccc2n1-c1ccccc1 (stereo unspecified)
  7	1	5	8	1.2	-8	10[fluorescence artefact?]	86	5
- CC1(C)CC(n2c(=S)[nH]c3ccccc3c2=O)CCO1 (stereo unspecified)
  1	-3	-2	x	1.1	x	-1	108	-7[fluorescence artefact?]
- COC(=O)c1ccc(CN(c2ccc(C)cc2)S(=O)(=O)c2ccc3c(c2)OCCO3)o1
  10	4	20	-1	1.3	1	1[fluorescence artefact?]	90	-16
- OCC#CCSc1nnc(-c2ccccc2Br)o1
  4	3	-9	-8	1.3	6	5[fluorescence artefact?]	120	-11[fluorescence artefact?]
- CCOC(=O)N1CCN(Cc2nc(-c3ccc(C)cc3)no2)CC1
  10	1	-14	3	1.2	-4	-1[fluorescence artefact?]	109	9[fluorescence artefact?]
- COc1ccc(C(=O)NCCN2CCCC2)cc1OC
  8	2	-2	12	1	-15	-10	109	-12
- O=C(NC1CC1)c1cc(F)c(F)cc1Cl
  0	-4	-1	4	1	-4	17	97[fluorescence artefact?]	-7
- Cn1cccc1CNC(=O)Nc1ccc(Cl)cc1
  0	0	4	-39	1.6	38	-16	96	-8[fluorescence artefact?]
- COC(CNC(=O)c1cc(C)nn1-c1ccccc1)OC
  1	-5	-1	21	1.3	-21	-10	99	2
- CCOc1cc2[nH]c(=O)n(CCCCC(=O)N3CCCCCC3)c(=O)c2cc1OCC
  4	x	x	0	1.1	-1	0	112	3
- O=C(CSc1nnc(Cc2ccc3c(c2)OCO3)n1C1CCCCC1)NC1CCCC1
  3	x	x	-11	1.3	14	-3	108	-2
- CCN1CCN(C(c2ccccc2F)c2nnnn2Cc2ccc3c(c2)OCO3)CC1 (stereo unspecified)
  9	-2	-6	0	1	0	-8[fluorescence artefact?]	95	8
- O=c1c2oc3ccccc3c2ncn1Cc1ccccc1F
  6	2	12	x	1.3	x	-2	112	-1
- CCOC(=O)/C=C1\SCC(=O)N1CC(=O)NC1CCCCC1
  9	0	3	1	1.3	-2	-5	116	-2
- COc1ccc(/C=N/NC(=O)c2cc(-c3ccccc3OC)nc3ccccc23)cc1COC(C)=O
  x	-3	-3	-12	x	13	x	x	x
- CCC1CCC(C(=O)NC(C(=O)Nc2ccc3c(c2)OCCO3)C(C)C)CC1 (stereo unspecified)
  x	7	-1	-12	1.5	9	0	81	5
- CCN(CC)C(=O)CSc1nc2ccccc2c(=O)n1-c1cccc(OC)c1
  6	0	4	-1	1.2	0	-5	123	4
- COc1cccc(-n2nc(-c3ccnn3-c3ccccc3)c(=O)n(C)c2=O)c1
  8	-1	-56	3	1	-4	3	87	-11
- Cc1ccc(-n2nnc3c(=O)oc4ccccc4c32)cc1
  2	x	x	14	1.1	-13	3	112	-22
- Cc1nc2nc(C)c(CCC(=O)Nc3ccc4c(c3)OCO4)c(C)n2n1
  5	1	-11	4	1	-2	8	104	5[fluorescence artefact?]
- CS(=O)(=O)N(CC(=O)Nc1ccc2c(c1)OCO2)c1ccccc1
  0	-4	-3	x	1.2	x	-1	86	29[fluorescence artefact?]
- C/C(=N/NS(C)(=O)=O)c1ccc2ccccc2c1
  7	1	-7	-2	1.3	0	3	116	-2[fluorescence artefact?]

# 2 entries drawn at random from the list so far:
# Values run as follows: Calb biofilm kill	Mac1 fbg enh	CD11b adhes inh	sEH activator	MT1-MMP txn act	sEH inh	Smad3 FoxH1 inh	ERa SRC1 pot	ERb coact inh
- CS(=O)(=O)N(CC(=O)Nc1ccc2c(c1)OCO2)c1ccccc1
  0	-4	-3	x	1.2	x	-1	86	29[fluorescence artefact?]
- CCOC(=O)/C=C1\SCC(=O)N1CC(=O)NC1CCCCC1
  9	0	3	1	1.3	-2	-5	116	-2

# Screening results as filed in PubChem BioAssay.
